TRPC6 inhibitor: inhibitors of mouse TRPC6 channel; B-score at 10 µM; 310,000 tested, 1.1% active; Q61143; HEK293-TRPC6, membrane potential dye, ACh-evoked depolarization; hits give low values;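 active = B-score under library mean minus 3 SD, initial fluorescence not abnormally high, positive integrated signal ratio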;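 note: B-score derived from integrated fluorescence ratio over the kinetic read; more negative B-score means stronger inhibition of depolarization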
TRPC6 act: mouse TRPC6 channel activation. HEK293-TRPC6 membrane potential dye fluorescence; hits give high values. B-score at 10 µM. 310,000 tested, 0.13% active;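 active = B-score of the integrated fluorescence ratio above library mean plus 3 SD, and starting fluorescence ratio within library mean plus 5 SD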;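 note: higher score means more depolarization so channel activation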
MrgX1 PAM: allosterically activates human MrgX1 receptor signaling. Q96LB2. MrgX1-HEK293, Fluo-4 calcium flux, FDSS; hits give high values. B-score at 10 µM. 310,000 tested, 0.63% active. AID 588675;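 active = plate-corrected calcium response at least 3 library SD above typical, normal starting fluorescence, not activating the receptor alone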;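 note: compound read alongside a low EC10 to EC30 dose of BAM8-22 agonist; peak minus trough fluorescence over baseline measured at the second addition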
TMEM16A inh: blocks the mouse calcium-activated chloride channel TMEM16A; Q8BHY3; HEK293 TMEM16A/YFP iodide influx fluorescence, ionomycin; normalized B-score (activity score, 25-100; higher = stronger inhibition) at 10 µM; 310,000 tested, 1.2% active; AID 588511;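 active = ratio plate-corrected score three or more library SD toward inhibition, starting fluorescence score within five deviations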;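 note: score derived from kinetic fluorescence span divided by baseline fluorescence per well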
RGS4 block: inhibitors of human RGS4; B-score at 10 µM; P49798; 310,000 tested, 0.45% active; HEK293 M3R/RGS4 inducible, Fluo-4 calcium flux; hits give high values; triggered by carbachol at its EC20;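 active = B-score, a plate-corrected calcium signal, over three deviations above library mean, with baseline fluorescence within five deviations of library mean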;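 note: RGS4 expression induced by doxycycline in cells with stable M3 receptor; B-score is computed from the integrated fluorescence ratio over baseline after carbachol; higher B-score means a larger calcium signal and so more RGS4 inhibition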
MrgX1 agonist: activates human MrgX1 receptor signaling; B-score at 10 µM; 310,000 tested, 0.44% active; MrgX1-HEK293 cells, Fluo-4 calcium fluorescence, agonist mode; hits give high values; Q96LB2;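 active = calcium response B-score plate-corrected fluorescence ratio at least 3 library SD, with starting fluorescence B-score inside 5 SD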
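Test system: HEK293 cells stably expressing human MrgX1 receptor; Input: fifteen thousand cells per well; Dosing: compound delivered in addition one of three; Schedule: overnight seeding, then 1 h dark dye loading; Technique: Fluo-4 NW calcium fluorescence; Measure: B-scored fluorescence response ratio; Controls: positive and negative controls per plate.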
MrgX1 antag: blocks BAM8-22 activation of human MrgX1 receptor. Q96LB2. MRGX1-HEK293 calcium flux, Fluo-4, BAM8-22 antagonism; hits give low values. B-score at 10 µM. 310,000 tested, 1.3% active;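 active = calcium-response B-score plate-corrected more than 3 library SD below zero, starting fluorescence within 5 deviations, no agonist response on first addition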;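 note: peak minus trough fluorescence over baseline after final BAM8-22 challenge near maximal dose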
TMEM16A act: activates or potentiates the mouse TMEM16A chloride channel. Q8BHY3. HEK293 TMEM16A/YFP-H148Q/I152L, iodide quench fluorescence; hits give low values. B-score at 10 µM. 340,000 tested, 0.3% active;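 active = fluorescence-ratio B-score plate-corrected deviation score at least 3 library SD below zero, with starting fluorescence score within 5 deviations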;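 note: channel opened by trigger with iodide after compound preincubation; score built on the fluorescence ratio of max minus min over baseline; more negative score means more quench and so TMEM16A activation or potentiation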
TRPC4 block: inhibitors of mouse TRPC4 channel | Q9QUQ5 | HEK293 TRPC4beta/mu-opioid, DAMGO-evoked Fluo4 calcium flux; hits give low values | B-score at 10 µM | 300,000 tested, 0.39% active;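 active = B-score over 3 SD under the library average, no early fluorescence shift, positive overall ratio signal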
Target sequence (Q9QUQ5 whole entry, looked up): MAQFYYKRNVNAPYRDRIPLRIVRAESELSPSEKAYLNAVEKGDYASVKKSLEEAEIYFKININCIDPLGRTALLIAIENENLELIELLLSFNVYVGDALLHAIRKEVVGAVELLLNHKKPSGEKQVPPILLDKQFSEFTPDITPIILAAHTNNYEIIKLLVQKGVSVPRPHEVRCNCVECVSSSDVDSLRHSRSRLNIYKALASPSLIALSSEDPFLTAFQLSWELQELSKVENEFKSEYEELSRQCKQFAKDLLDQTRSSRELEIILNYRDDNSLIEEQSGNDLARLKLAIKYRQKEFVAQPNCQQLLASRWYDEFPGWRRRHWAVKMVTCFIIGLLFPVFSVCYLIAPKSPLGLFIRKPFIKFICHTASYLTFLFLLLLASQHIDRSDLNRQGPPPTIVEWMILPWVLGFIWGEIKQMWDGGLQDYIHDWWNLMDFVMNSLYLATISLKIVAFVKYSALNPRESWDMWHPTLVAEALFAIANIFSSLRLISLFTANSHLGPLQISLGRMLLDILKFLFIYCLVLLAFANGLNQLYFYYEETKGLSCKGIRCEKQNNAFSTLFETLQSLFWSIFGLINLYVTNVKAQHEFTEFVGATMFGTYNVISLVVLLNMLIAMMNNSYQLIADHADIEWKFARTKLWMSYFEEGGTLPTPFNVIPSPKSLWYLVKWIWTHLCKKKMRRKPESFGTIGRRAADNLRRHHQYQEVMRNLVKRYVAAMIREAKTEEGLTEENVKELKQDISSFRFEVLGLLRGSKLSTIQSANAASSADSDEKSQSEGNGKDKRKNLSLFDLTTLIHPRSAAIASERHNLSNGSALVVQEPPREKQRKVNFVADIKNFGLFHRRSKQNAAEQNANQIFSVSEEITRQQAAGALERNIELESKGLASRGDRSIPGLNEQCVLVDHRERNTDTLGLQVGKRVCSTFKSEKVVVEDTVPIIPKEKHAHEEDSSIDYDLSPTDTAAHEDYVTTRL
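Assay system: HEK293 cells with stable TRPC4beta plus mu-opioid receptor expression. Dosing: single dose. Measured by: Fluo4 Ca2+ flux fluorescence. Also added: DAMGO in two steps, submaximal then maximal. Read-out: B score from integrated Fluo4 fluorescence ratio.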
TRPC4 act: activators of mouse TRPC4 channel | B-score at 10 µM | 310,000 tested, 0.49% active | HEK293 TRPC4beta/mu-opioid, Fluo4 calcium fluorescence; hits give high values | Q9QUQ5;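 active = B-score above 5 SD of library B-scores, and initial fluorescence ratio not above library mean plus 5 SD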;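 note: positive B-score marks a calcium rise read as TRPC4 activation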
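Assay system: HEK293 cells stably co-expressing mouse TRPC4beta and mu-opioid receptor / Timing: Fluo4 dye loading 45 min at room temperature, 110 s recording / Signal: Fluo4 calcium-sensitive dye fluorescence, kinetic, 1 Hz baseline / Read-out: integrated baseline-normalised fluorescence ratio, converted to per-well B score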
TRPC4 potent: TRPC4 (mouse) allosteric potentiation; Q9QUQ5; HEK293 TRPC4beta/mu-opioid, DAMGO EC20, Fluo-4 Ca2+ flux; hits give high values; B-score at 10 µM; 310,000 tested, 0.42% active; AID 2227;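 active = B-score of calcium response area above 5 SD of library B-scores, with initial fluorescence ratio within 5 SD of library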;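 note: B-score of integrated fluorescence ratio over time as area under calcium response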
Numbers without * were called inactive. Not a hit list. About 5.8% of those tested had a hit in this group.

What do the screens show for `Cc1nnc2ccc(N3CCN(c4ccccn4)CC3)nn12`?
TRPC6 inhibitor: inactive; TRPC6 act: inactive; MrgX1 PAM: inactive; TMEM16A inh: inactive; RGS4 block: inactive; MrgX1 agonist: inactive; MrgX1 antag: inactive; TMEM16A act: inactive; TRPC4 block: inactive; TRPC4 act: inactive; TRPC4 potent: inactive

Results for Cc1ccc(CNC(=O)C2(S(=O)(=O)c3ccccc3)CC=CC2)cc1 ?
TRPC6 inhibitor: inactive; TRPC6 act: inactive; MrgX1 PAM: inactive; TMEM16A inh: inactive; RGS4 block: inactive; MrgX1 agonist: inactive; MrgX1 antag: inactive; TMEM16A act: inactive; TRPC4 block: inactive; TRPC4 act: inactive; TRPC4 potent: inactive

How did O=C(CSc1nnc(Cn2nnc(-c3ccccc3)n2)n1-c1ccccc1)Nc1ccccc1 do in these assays?
TRPC6 inhibitor: inactive; TRPC6 act: inactive; MrgX1 PAM: inactive; TMEM16A inh: inactive; RGS4 block: inactive; MrgX1 agonist: inactive; MrgX1 antag: inactive; TMEM16A act: inactive; TRPC4 block: inactive; TRPC4 act: inactive; TRPC4 potent: inactive

Results for COc1cccc(C(=O)NC2CCCC2)c1 ?
TRPC6 inhibitor: inactive; TRPC6 act: inactive; MrgX1 PAM: inactive; TMEM16A inh: inactive; RGS4 block: inactive; MrgX1 agonist: inactive; MrgX1 antag: inactive; TMEM16A act: inactive; TRPC4 block: inactive; TRPC4 act: inactive; TRPC4 potent: inactive

What do the screens show for `COc1cccc(NC(=S)N(CCc2nc3cc(C)c(C)cc3[nH]2)Cc2cccnc2)c1`?
TRPC6 inhibitor: inactive; TRPC6 act: inactive; MrgX1 PAM: inactive; TMEM16A inh: inactive; RGS4 block: inactive; MrgX1 agonist: inactive; MrgX1 antag: inactive; TMEM16A act: inactive; TRPC4 block: inactive; TRPC4 act: inactive; TRPC4 potent: inactive

What do the screens show for `Nc1ccccc1C#Cc1cnccn1`?
TRPC6 inhibitor: inactive; TRPC6 act: inactive; MrgX1 PAM: inactive; TMEM16A inh: inactive; RGS4 block: inactive; MrgX1 agonist: inactive; MrgX1 antag: inactive; TMEM16A act: inactive; TRPC4 block: inactive; TRPC4 act: inactive; TRPC4 potent: inactive

Results for Nc1nc(SCC(=O)Nc2ccc([N+](=O)[O-])cc2Br)n[nH]1 ?
TRPC6 inhibitor: inactive; TRPC6 act: inactive; MrgX1 PAM: inactive; TMEM16A inh: inactive; RGS4 block: inactive; MrgX1 agonist: inactive; MrgX1 antag: inactive; TMEM16A act: inactive; TRPC4 block: inactive; TRPC4 act: inactive; TRPC4 potent: inactive

How did CC(C)(C)C(=O)NC(=S)Nc1ccccc1F do in these assays?
TRPC6 inhibitor: inactive; TRPC6 act: inactive; MrgX1 PAM: inactive; TMEM16A inh: inactive; RGS4 block: inactive; MrgX1 agonist: inactive; MrgX1 antag: inactive; TMEM16A act: inactive; TRPC4 block: inactive; TRPC4 act: inactive; TRPC4 potent: inactive

What do the screens show for `CCC(=O)Nc1sc(C(=O)Nc2ccccc2F)c(C)c1C(=O)OC`?
TRPC6 inhibitor: inactive; TRPC6 act: inactive; MrgX1 PAM: inactive; TMEM16A inh: inactive; RGS4 block: inactive; MrgX1 agonist: inactive; MrgX1 antag: inactive; TMEM16A act: inactive; TRPC4 block: inactive; TRPC4 act: inactive; TRPC4 potent: inactive

What do the screens show for `Cc1ccc(SCCNS(=O)(=O)c2ccc(F)cc2)cc1`?
TRPC6 inhibitor: inactive; TRPC6 act: inactive; MrgX1 PAM: inactive; TMEM16A inh: inactive; RGS4 block: inactive; MrgX1 agonist: inactive; MrgX1 antag: inactive; TMEM16A act: inactive; TRPC4 block: inactive; TRPC4 act: inactive; TRPC4 potent: inactive

What do the screens show for `c1cc(C(c2nnnn2C2CCCCC2)N2CCN3CCCC3C2)ccn1` (stereo not given)?
TRPC6 inhibitor: inactive; TRPC6 act: inactive; MrgX1 PAM: inactive; TMEM16A inh: inactive; RGS4 block: inactive; MrgX1 agonist: inactive; MrgX1 antag: inactive; TMEM16A act: inactive; TRPC4 block: inactive; TRPC4 act: inactive; TRPC4 potent: inactive

Results for O=C(NNC(=O)c1cccnc1Cl)c1ccc(F)cc1 ?
TRPC6 inhibitor: inactive; TRPC6 act: inactive; MrgX1 PAM: inactive; TMEM16A inh: inactive; RGS4 block: inactive; MrgX1 agonist: inactive; MrgX1 antag: inactive; TMEM16A act: inactive; TRPC4 block: inactive; TRPC4 act: inactive; TRPC4 potent: inactive

Retrieved one by one from the entries so far, two records:
Results for COc1cccc(C(=O)NC2CCCC2)c1 ?
TRPC6 inhibitor: inactive; TRPC6 act: inactive; MrgX1 PAM: inactive; TMEM16A inh: inactive; RGS4 block: inactive; MrgX1 agonist: inactive; MrgX1 antag: inactive; TMEM16A act: inactive; TRPC4 block: inactive; TRPC4 act: inactive; TRPC4 potent: inactive

How did CC(C)(C)C(=O)NC(=S)Nc1ccccc1F do in these assays?
TRPC6 inhibitor: inactive; TRPC6 act: inactive; MrgX1 PAM: inactive; TMEM16A inh: inactive; RGS4 block: inactive; MrgX1 agonist: inactive; MrgX1 antag: inactive; TMEM16A act: inactive; TRPC4 block: inactive; TRPC4 act: inactive; TRPC4 potent: inactive

Further records
Results for Cc1cc(NCc2ccccn2)n2ncc(-c3ccc(Cl)cc3)c2n1 ?
TRPC6 inhibitor: inactive; TRPC6 act: inactive; MrgX1 PAM: inactive; TMEM16A inh: inactive; RGS4 block: inactive; MrgX1 agonist: inactive; MrgX1 antag: inactive; TMEM16A act: inactive; TRPC4 block: inactive; TRPC4 act: inactive; TRPC4 potent: inactive

How did Cc1ccc(/C=N/NS(=O)(=O)c2ccccc2)o1 do in these assays?
TRPC6 inhibitor: inactive; TRPC6 act: inactive; MrgX1 PAM: inactive; TMEM16A inh: inactive; RGS4 block: inactive; MrgX1 agonist: inactive; MrgX1 antag: inactive; TMEM16A act: inactive; TRPC4 block: inactive; TRPC4 act: inactive; TRPC4 potent: inactive

Results for Cc1nc2scc(C)n2c(=O)c1S(=O)(=O)N1CCN(c2ccccn2)CC1 ?
TRPC6 inhibitor: inactive; TRPC6 act: inactive; MrgX1 PAM: inactive; TMEM16A inh: inactive; RGS4 block: inactive; MrgX1 agonist: inactive; MrgX1 antag: inactive; TMEM16A act: inactive; TRPC4 block: inactive; TRPC4 act: inactive; TRPC4 potent: inactive

Results for COc1ccccc1CNC(=O)C1CCN(S(=O)(=O)c2ccc3c(c2)C(C)(C)C(=O)N3C)CC1 ?
TRPC6 inhibitor: inactive; TRPC6 act: inactive; MrgX1 PAM: inactive; TMEM16A inh: inactive; RGS4 block: inactive; MrgX1 agonist: inactive; MrgX1 antag: inactive; TMEM16A act: inactive; TRPC4 block: inactive; TRPC4 act: inactive; TRPC4 potent: inactive

Results for COc1ccc(N(C(=O)CNS(=O)(=O)c2ccccc2)C(C(=O)NCc2ccco2)C(C)C)cc1 (stereo not given) ?
TRPC6 inhibitor: inactive; TRPC6 act: inactive; MrgX1 PAM: inactive; TMEM16A inh: inactive; RGS4 block: inactive; MrgX1 agonist: inactive; MrgX1 antag: inactive; TMEM16A act: inactive; TRPC4 block: inactive; TRPC4 act: inactive; TRPC4 potent: inactive

How did CCCOc1ccc(-c2csc3ncn(Cc4ccc(C(=O)O)cc4)c(=O)c23)cc1 do in these assays?
TRPC6 inhibitor: inactive; TRPC6 act: inactive; MrgX1 PAM: inactive; TMEM16A inh: inactive; RGS4 block: inactive; MrgX1 agonist: 32*; MrgX1 antag: inactive; TMEM16A act: inactive; TRPC4 block: inactive; TRPC4 act: inactive; TRPC4 potent: inactive

What do the screens show for `O=C(Nc1ccc(NC(=O)c2cccs2)cc1)c1ccc2c(c1)OCCO2`?
TRPC6 inhibitor: inactive; TRPC6 act: inactive; MrgX1 PAM: inactive; TMEM16A inh: inactive; RGS4 block: inactive; MrgX1 agonist: inactive; MrgX1 antag: inactive; TMEM16A act: inactive; TRPC4 block: inactive; TRPC4 act: inactive; TRPC4 potent: inactive

What do the screens show for `COc1ccc(C(=S)N(C)C)cc1OC`?
TRPC6 inhibitor: inactive; TRPC6 act: inactive; MrgX1 PAM: inactive; TMEM16A inh: inactive; RGS4 block: inactive; MrgX1 agonist: inactive; MrgX1 antag: inactive; TMEM16A act: inactive; TRPC4 block: inactive; TRPC4 act: inactive; TRPC4 potent: inactive

Results for O=C(CSc1ccc(Cl)cc1)NNC(=O)c1cccnc1 ?
TRPC6 inhibitor: inactive; TRPC6 act: inactive; MrgX1 PAM: inactive; TMEM16A inh: inactive; RGS4 block: inactive; MrgX1 agonist: inactive; MrgX1 antag: inactive; TMEM16A act: inactive; TRPC4 block: inactive; TRPC4 act: inactive; TRPC4 potent: inactive

What do the screens show for `CCCOc1ccc(C(=O)C(CN2CCOCC2)c2ccccc2)cc1` (stereo not given)?
TRPC6 inhibitor: inactive; TRPC6 act: inactive; MrgX1 PAM: inactive; TMEM16A inh: inactive; RGS4 block: inactive; MrgX1 agonist: inactive; MrgX1 antag: inactive; TMEM16A act: inactive; TRPC4 block: inactive; TRPC4 act: inactive; TRPC4 potent: inactive

How did COC(CNC(=O)Cc1c(C)nc2c(-c3ccccc3)c(C)nn2c1C)OC do in these assays?
TRPC6 inhibitor: inactive; TRPC6 act: inactive; MrgX1 PAM: inactive; TMEM16A inh: inactive; RGS4 block: inactive; MrgX1 agonist: inactive; MrgX1 antag: inactive; TMEM16A act: inactive; TRPC4 block: inactive; TRPC4 act: inactive; TRPC4 potent: inactive

How did CCC(=O)OCc1c(C(F)(F)F)nn(C)c1Sc1ccc(F)cc1 do in these assays?
TRPC6 inhibitor: inactive; TRPC6 act: inactive; MrgX1 PAM: inactive; TMEM16A inh: inactive; RGS4 block: inactive; MrgX1 agonist: inactive; MrgX1 antag: inactive; TMEM16A act: inactive; TRPC4 block: inactive; TRPC4 act: inactive; TRPC4 potent: inactive
